# From PubChem BioAssay
# LYPLA2 counter – blocks human lysophospholipase 2, a PME1 counter-screen. inhibition, % at 5.9 µM. AID 2177. actives 0.38% (n = 320,000). recombinant LYPLA2, FP-Rh probe fluorescence polarization;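 active means inhibition above the screen-wide mean plus 3 SD, limit set per campaign, cut at about 26% in these data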;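 further: 0% = LYPLA2 with DMSO and 100% = wells lacking LYPLA2 enzyme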
# Target sequence (O95372 whole entry, looked up): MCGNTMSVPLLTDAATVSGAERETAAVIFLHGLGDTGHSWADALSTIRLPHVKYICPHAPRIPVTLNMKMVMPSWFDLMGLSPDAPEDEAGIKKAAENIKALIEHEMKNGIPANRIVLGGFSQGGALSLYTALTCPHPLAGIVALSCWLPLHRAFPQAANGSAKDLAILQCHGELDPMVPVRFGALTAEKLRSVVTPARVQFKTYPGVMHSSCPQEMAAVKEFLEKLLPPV
# PREPL inh – human PREPL enzyme inhibition | Q4J6C6 | recombinant PREPL, fluorescence polarization activity-based probe | inhibition, % at 5.96 µM | actives 0.68% (n = 320,000) | AID 2751; in the data active means inhibition above about 43%;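 further: 0% = enzyme with DMSO and 100% = wells lacking enzyme; many of its hits are not listed in these tables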
# Target sequence (Q4J6C6 whole entry, looked up): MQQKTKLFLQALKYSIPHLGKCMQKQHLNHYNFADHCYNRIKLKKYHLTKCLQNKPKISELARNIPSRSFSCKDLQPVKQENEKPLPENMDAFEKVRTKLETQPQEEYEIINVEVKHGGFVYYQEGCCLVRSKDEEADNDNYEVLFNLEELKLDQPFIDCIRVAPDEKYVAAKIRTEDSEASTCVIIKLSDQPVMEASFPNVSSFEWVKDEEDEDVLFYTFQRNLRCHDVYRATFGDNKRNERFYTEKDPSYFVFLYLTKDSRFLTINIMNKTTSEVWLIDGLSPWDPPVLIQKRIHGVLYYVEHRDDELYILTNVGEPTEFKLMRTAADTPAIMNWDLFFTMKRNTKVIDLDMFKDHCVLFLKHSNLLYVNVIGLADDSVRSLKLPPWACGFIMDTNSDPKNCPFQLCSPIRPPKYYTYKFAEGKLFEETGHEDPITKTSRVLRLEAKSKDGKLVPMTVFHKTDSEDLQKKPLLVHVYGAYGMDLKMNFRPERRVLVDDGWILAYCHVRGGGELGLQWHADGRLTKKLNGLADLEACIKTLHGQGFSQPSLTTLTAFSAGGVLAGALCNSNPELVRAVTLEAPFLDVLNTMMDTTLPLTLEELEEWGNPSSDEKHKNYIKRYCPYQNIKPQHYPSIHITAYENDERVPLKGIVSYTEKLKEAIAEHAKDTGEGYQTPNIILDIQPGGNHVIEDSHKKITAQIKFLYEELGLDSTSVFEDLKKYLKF
# EBNA-1 inh – blocks EBNA-1 binding to DNA | EBNA-1 DNA binding, fluorescence polarization | inhibition, % at 14.8 µM | actives 0.34% (n = 300,000) | AID 1950; in the data active means inhibition above about 28%
# LYPLA1 counter – LYPLA1 (human) inhibition in PME1 counter-screen; O75608; recombinant LYPLA1, FP-Rh probe fluorescence polarization; AID 2174; actives 0.16% (n = 320,000); inhibition, % at 5.9 µM;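 active means inhibition above the mean of all tested compounds plus 3 SD, set per campaign, cut at about 14% in these data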;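 further: inhibitors block serine hydrolase probe labeling of LYPLA1 so polarization falls; 0% = enzyme with DMSO and 100% = wells lacking LYPLA1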
# PAFAH1B2 inh – inhibitors of human PAFAH1B2; P68402; recombinant PAFAH1B2, FP-rhodamine activity probe, fluorescence polarization; inhibition, % at 3.39 µM; actives 1.2% (n = 340,000);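 active means inhibition above the mean of all tested compounds plus 3 SD, cut at about 24% in these data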;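 further: 0% = enzyme with DMSO and 100% = wells lacking PAFAH1B2; many of its hits are not listed in these tables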
# pPAFAH FP inh – inhibitors of human plasma PAF acetylhydrolase (pPAFAH). Q13093. recombinant pPAFAH, FP-rhodamine probe fluorescence polarization. inhibition, % at 3.39 µM. actives 1.5% (n = 330,000). AID 463082;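 active means inhibition above the mean inhibition across the screen plus 3 SD, cut at about 25% in these data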;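 further: inhibitors block binding of the rhodamine activity-based probe so polarization drops; 0% = enzyme with DMSO and 100% = wells lacking pPAFAH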
# ZTA counter – ZTA (EBV) inhibition in EBNA-1 counter-screen; ZTA-DNA binding, fluorescence polarization; inhibition, % at 11 µM; actives 0.15% (n = 320,000); in the data active means inhibition above about 33%
# PAFAH2 FP inh – inhibitors of human PAFAH2 | Q99487 | recombinant PAFAH2, FP-rhodamine activity probe, fluorescence polarization | inhibition, % at 3.39 µM | actives 0.99% (n = 340,000) | AID 492956;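 active means inhibition above the mean over all tested compounds plus 3 SD, cut at about 30% in these data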;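 further: inhibitors block probe labeling of enzyme so polarization drops; 0% = enzyme with DMSO and 100% = wells lacking PAFAH2 protein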
# PAFAH1B3 FP inh – PAFAH1B3 (human) inhibition; Q15102; recombinant PAFAH1B3, FP-rhodamine probe, fluorescence polarization; actives 0.28% (n = 340,000); inhibition, % at 3.39 µM; AID 492972;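 active means inhibition above the screen-wide average of all tested compounds plus 3 SD, cut at about 25% in these data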;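 further: 0% = enzyme with DMSO only and 100% = wells lacking PAFAH1B3 protein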
# Numbers without * were called inactive; . = no result given. Only part of the results is shown, so the mix of outcomes need not match the whole.
SMILES,LYPLA2 counter,PREPL inh,EBNA-1 inh,LYPLA1 counter,PAFAH1B2 inh,pPAFAH FP inh,ZTA counter,PAFAH2 FP inh,PAFAH1B3 FP inh
Cc1cc(C)cc(OCC(=O)NN2C(=O)c3ccccc3C2=O)c1,1,5,10,-1,-6,0,12,5,9
N=c1c2c3c(sc2ncn1CCCO)CCCC3,5,8,0,4,9,4,14,5,10
Cc1ccccc1NC(=O)CSc1nnnn1C,-7,17,-4,0,3,-3,7,-8,2
CCOC(=O)C1(CCc2ccccc2)CCN(C(=O)c2ccoc2)CC1,2,2,7,3,-3,1,-17,-5,-1
N#CCSc1nccc(-c2cc(Cl)sc2Cl)n1,8,-16,-5,1,-3,9,-23,-2,-2
CCC(C)NC(=O)Cn1ccc2cc(S(=O)(=O)N3CCCCCC3)ccc21 (stereo unspecified),0,-3,9,2,8,3,0,9,-3
CCCn1nnc(NC(=S)NC(=O)c2ccc(-c3ccc(Br)cc3)o2)n1,2,11,18,0,2,5,0,12,6
CCCOc1ccc(Cn2c(O)cc(=O)[nH]c2=O)cc1,1,-11,-1,-2,-1,-3,4,-14,-1
N#CC1=C(N)OC2=C(C(=O)CC(c3ccccc3)C2)C1c1cccnc1 (stereo unspecified),11,5,-6,1,-1,5,-3,-6,-4
CO/N=C/NC(=O)c1c(OC)ccnc1Oc1ccc(Cl)cc1,9,13,13,-2,-2,2,5,4,3
Cc1cc(F)ccc1N1CCC(N2CCN(CCC(C)C)C(CCO)C2)CC1 (stereo unspecified),-5,20,-17,0,2,5,-10,2,6
Cn1c(Cl)c(/C=N/OC(=O)c2ccc(Cl)cc2)c2ccccc21,3,5,-6,-1,-5,2,-8,5,-3
COc1ccc(OCCN2C(=O)c3ccccc3C2=O)c([N+](=O)[O-])c1,-3,6,-13,-7,4,3,5,-1,-1
CCC(C)(C)n1nnnc1C(c1ccc(O)cc1)N1CCc2ccccc2C1 (stereo unspecified),6,-5,-11,0,7,4,-4,10,1
Cc1ccccc1CN(c1ccc(C(=O)N2CCN(C)CC2)cc1)S(C)(=O)=O,-2,-1,-14,1,.,-4,5,.,.
Cc1cccc(COCC(Cc2ccccc2)N2CCN(C(=O)c3ccc(C(F)(F)F)cc3)CCC2=O)c1 (stereo unspecified),2,19,6,-1,11,4,-12,21,7
Cc1ccc(C(=O)N/C(=C\c2cccs2)C(=O)NCc2ccncc2)cc1,1,19,11,0,1,6,-3,-5,2
C[C@]1(OC(=O)/C=C/c2ccccc2)C[C@@H](O)[C@]2(O)C=CO[C@@H](O[C@@H]3O[C@H](CO)[C@@H](O)[C@H](O)[C@H]3O)[C@@H]21,-1,3,10,2,0,1,6,-7,-4
CCC(=O)Nc1nnc(SCC(=O)NCCc2ccc(OC)c(OC)c2)s1,-1,-1,3,1,6,1,-2,0,11
NS(=O)(=O)c1ccc(NC(NC(=O)c2cccnc2)C(Cl)(Cl)Cl)cc1 (stereo unspecified),2,-10,7,4,-2,1,-3,-6,2
COc1ccc(OC)c(NC(=O)C2CCCN(S(=O)(=O)c3ccc(-n4cnnn4)cc3)C2)c1 (stereo unspecified),6,4,49*,0,7,-1,-11,3,8
O=C(Nc1ccc2c(c1)OCO2)c1sc2cc(Cl)ccc2c1Cl,1,19,7,2,-2,22,-5,-4,9
O=C(c1ccccc1Cl)N1CCN(c2ncccn2)CC1,3,18,-6,1,.,2,-9,.,.
COc1ccccc1NC(=O)c1cc(C)nc2ccccc12,-4,1,-4,-4,1,0,2,7,7
CCN(CC)CCCNc1nc2ccccc2c2nc(-c3ccncc3)nn12,-2,-54,8,-1,3,5,2,4,8
N[C@@H](Cc1ccccc1)C(=O)N1CCC(C(=O)NCC(=O)NCC(=O)O)CC1,-8,-4,8,-3,-1,5,8,4,-1
CC(=O)Nc1ccc(OC(=O)c2cc3cc(Br)cc(Br)c3oc2=O)cc1,-1,0,-2,-3,.,-1,8,.,.
O=C(CNC(=O)c1ccc2c(c1)OCCO2)N/N=C/c1ccc(Cl)cc1,-1,-5,11,-3,3,1,13,9,5
CC[C@]12c3[nH]c4cc(CCC(=O)N(C)C)ccc4c3CCN1C(=O)[C@@H](CC(=O)NCc1ccco1)C[C@@H]2C(=O)N1CCN(C(=O)c2ccco2)CC1,.,.,.,.,0,2,.,0,9
COCCn1c(SCC(=O)NCc2ccccc2)nnc1-c1ccco1,5,-1,-9,-4,6,0,1,4,9
O=C(c1ccccc1)C1CCN(C(=O)c2cccs2)CC1,-2,-4,15,1,0,3,-7,-4,-3
CN(C(=O)c1ccc2c(c1)OCO2)C1(C(=O)NC2CCCC2)CCCCC1,-1,5,-2,2,9,-2,-8,-2,0
COc1cc(C(=O)Nc2nnc(C3=COCCO3)o2)cc(OC)c1OC,4,3,-4,-2,3,2,-2,7,5
Cc1onc(-c2ccccc2Cl)c1C(=O)N1CCN(C=O)CC1,1,5,1,1,7,0,0,1,7
CCOC(=O)CN1CC23C=CC(O2)C(C(=O)NCCc2ccccc2)C3C1=O (stereo unspecified),-6,-4,3,-1,-3,-1,23,13,0
CC(=O)N1c2ccc(S(=O)(=O)N3CCC(C(=O)NCc4ccccc4)CC3)cc2CC1C (stereo unspecified),-5,3,8,0,3,9,21,3,2
O=C(NN1C(=O)/C(=C/c2ccc(O)cc2)SC1=S)c1ccccc1O,-68,-34,-8,-36,-16,-8,-13,-34,-29
CCN(CC)CC(=O)NC12CC3CC(CC(C3)C1)C2,5,-6,3,2,-2,5,-1,1,4
Nc1nc2n(n1)C(c1cccc(Br)c1)CC(c1ccccc1)N2 (stereo unspecified),9,37,-9,4,7,3,-29,1,8
CCOc1cc(C(=O)Nc2ccc(S(=O)(=O)N3CCOCC3)cc2)cc(OCC)c1OCC,1,10,-5,-2,8,-3,9,-3,5

# Exported with bars between the fields: part of the list above.
SMILES | LYPLA2 counter | PREPL inh | EBNA-1 inh | LYPLA1 counter | PAFAH1B2 inh | pPAFAH FP inh | ZTA counter | PAFAH2 FP inh | PAFAH1B3 FP inh
O=C(c1ccccc1Cl)N1CCN(c2ncccn2)CC1 | 3 | 18 | -6 | 1 | . | 2 | -9 | . | .
COc1ccccc1NC(=O)c1cc(C)nc2ccccc12 | -4 | 1 | -4 | -4 | 1 | 0 | 2 | 7 | 7
CCN(CC)CCCNc1nc2ccccc2c2nc(-c3ccncc3)nn12 | -2 | -54 | 8 | -1 | 3 | 5 | 2 | 4 | 8
N[C@@H](Cc1ccccc1)C(=O)N1CCC(C(=O)NCC(=O)NCC(=O)O)CC1 | -8 | -4 | 8 | -3 | -1 | 5 | 8 | 4 | -1
CC(=O)Nc1ccc(OC(=O)c2cc3cc(Br)cc(Br)c3oc2=O)cc1 | -1 | 0 | -2 | -3 | . | -1 | 8 | . | .
O=C(CNC(=O)c1ccc2c(c1)OCCO2)N/N=C/c1ccc(Cl)cc1 | -1 | -5 | 11 | -3 | 3 | 1 | 13 | 9 | 5
CC[C@]12c3[nH]c4cc(CCC(=O)N(C)C)ccc4c3CCN1C(=O)[C@@H](CC(=O)NCc1ccco1)C[C@@H]2C(=O)N1CCN(C(=O)c2ccco2)CC1 | . | . | . | . | 0 | 2 | . | 0 | 9
COCCn1c(SCC(=O)NCc2ccccc2)nnc1-c1ccco1 | 5 | -1 | -9 | -4 | 6 | 0 | 1 | 4 | 9
O=C(c1ccccc1)C1CCN(C(=O)c2cccs2)CC1 | -2 | -4 | 15 | 1 | 0 | 3 | -7 | -4 | -3
CN(C(=O)c1ccc2c(c1)OCO2)C1(C(=O)NC2CCCC2)CCCCC1 | -1 | 5 | -2 | 2 | 9 | -2 | -8 | -2 | 0
COc1cc(C(=O)Nc2nnc(C3=COCCO3)o2)cc(OC)c1OC | 4 | 3 | -4 | -2 | 3 | 2 | -2 | 7 | 5
Cc1onc(-c2ccccc2Cl)c1C(=O)N1CCN(C=O)CC1 | 1 | 5 | 1 | 1 | 7 | 0 | 0 | 1 | 7
CCOC(=O)CN1CC23C=CC(O2)C(C(=O)NCCc2ccccc2)C3C1=O (stereo unspecified) | -6 | -4 | 3 | -1 | -3 | -1 | 23 | 13 | 0
CC(=O)N1c2ccc(S(=O)(=O)N3CCC(C(=O)NCc4ccccc4)CC3)cc2CC1C (stereo unspecified) | -5 | 3 | 8 | 0 | 3 | 9 | 21 | 3 | 2
O=C(NN1C(=O)/C(=C/c2ccc(O)cc2)SC1=S)c1ccccc1O | -68 | -34 | -8 | -36 | -16 | -8 | -13 | -34 | -29

# Next section:
SMILES,LYPLA2 counter,PREPL inh,EBNA-1 inh,LYPLA1 counter,PAFAH1B2 inh,pPAFAH FP inh,ZTA counter,PAFAH2 FP inh,PAFAH1B3 FP inh
COc1ccc(NC(=O)c2cccnc2NCCc2ccccc2)cc1,8,-5,1,2,-2,6,-4,0,6
Nc1nc2c(s1)CCc1c-2cnn1-c1ccccc1,-11,33,-16,-6,8,11,14,2,2
Cc1cc(C)n(-c2nc(SCCN(C)C)c3c4c(sc3n2)CCCC4)n1,-11,-34,9,-3,-3,2,10,0,-2
COc1ccccc1NC(=S)N(CCCN1CCOCC1)Cc1cn(C)c2ccccc12,0,1,2,2,1,3,-1,0,-4
CSc1cccc(NC(=S)Nc2ccc(F)cc2)c1,-1,6,-3,-3,0,-1,0,8,8
CC(C)NC(=O)c1cccc(Br)c1,5,5,12,0,-5,5,6,7,2
CC1CC(C)(C)CC2(C1)NC(=O)N(CC(=O)NCCc1ccc3c(c1)OCCO3)C2=O (stereo unspecified),11,8,3,2,10,-4,-7,-2,-4
Cc1cc(C(=O)NCc2cccc(Cl)c2)c2ccccc2n1,-1,3,-18,-4,1,5,-4,-7,6
COc1cc2[nH]c(=O)c(C(=O)NCCCN3CCOCC3)c(O)c2cc1OC,-5,5,1,-3,-3,2,5,7,5
CCCN1CCC(NC(=S)Nc2ccc(S(N)(=O)=O)cc2)CC1,-3,-1,15,-3,5,3,9,10,12
COc1cccc(CNC(=O)CCNC(=O)Cn2ccc3ccccc3c2=O)c1,-1,6,-16,3,1,5,-5,-1,-10
CCC(C)NC(=O)Cn1cc(S(=O)(=O)N2CCCC2)c(S(=O)(=O)N2CCCC2)c1 (stereo unspecified),9,18,-1,2,-2,-1,-10,-1,2
Cc1cc(C)nc(SCc2ccc(C(=O)N/N=C/c3ccco3)cc2)n1,-3,-1,-14,0,7,1,10,7,9
Cc1ccsc1C(=O)NNC(=O)c1cccc(S(=O)(=O)N2CCCC2)c1,-3,6,.,-3,-1,-1,-1,4,6
CC(C)CC(NC(=O)C1CCC(=O)N1)C(=O)NC(CC(C)C)C(=O)N1CCCC1C(N)=O (stereo unspecified),-3,5,6,1,8,4,-7,10,6
CN1CCN(c2ccc(CNC(=O)c3ccco3)cc2)CC1,1,-7,-13,0,1,1,-11,-6,-2
CCOC(=O)C1(CC)NC(c2ccco2)C2C(=O)N(CC)C(=O)C21 (stereo unspecified),-3,8,-9,0,-4,2,12,3,12
Cc1sc(-c2ccncc2)nc1OC(=O)c1ccc(F)cc1F,4,30,10,-1,-2,3,0,4,3
Cc1ccc2c(c1)N(S(=O)(=O)c1ccc(CN3C(=O)c4cccnc4C3=O)cc1)CCO2,-6,-1,-8,-2,1,3,3,2,-5
CCOc1ccccc1C1c2cc3c(cc2OC(C)(N2CCCC2)C1C)OCO3 (stereo unspecified),2,-3,-4,1,3,8,-8,-3,-2
